MsrA act = bovine methionine sulfoxide reductase A activation; purified bovine MsrA, absorbance read-out; activation, % at 10.6 µM; actives 0.3% (n = 360,000); AID 602163; in the data active = activation above about 7.5%;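 note: 0% = vehicle and 100% = reference activator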
SKN-1 inh = blocks SKN-1 activity in C. elegans; C. elegans VP596 Pgst-4::GFP/RFP ratio, acrylamide-induced, 24 h; inhibition, % at 21.8 µM; actives 0.49% (n = 360,000);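 active = interference check ratio from 0.5 to 1.5 plus GFP to RFP signal ratio inhibition reaching or exceeding a fixed threshold, cut at about 30% in these data, passing the limit was not always enough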; note: some compounds called inactive have numbers as strong as hits
FAS TE block = inhibitors of human fatty acid synthase thioesterase domain. actives 0.67% (n = 360,000). recombinant FAS-TE, OMFH fluorogenic substrate, fluorescence endpoint. P49327. inhibition, % at 15 µM;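 active = compounds whose normalised, plate-corrected inhibition of enzyme fluorescence in the single-dose primary screen is 50% or more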;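 note: 0% = DMSO with enzyme and 100% = substrate without enzyme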
CendR NRP1 mod = NRP-1/CendR interaction modulation | FAM-RPARPAR peptide binding to NRP-1, fluorescence polarization | inhibition, % at 25 µM | actives 0.85% (n = 360,000);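 active = inhibition or corrected inhibition above about 18%, plus a signal ratio from 0.5 to 1.5, limit read from the data, passing the limit was not always enough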; note: strong numbers were not always called active
Target sequence (O14786 whole entry, looked up): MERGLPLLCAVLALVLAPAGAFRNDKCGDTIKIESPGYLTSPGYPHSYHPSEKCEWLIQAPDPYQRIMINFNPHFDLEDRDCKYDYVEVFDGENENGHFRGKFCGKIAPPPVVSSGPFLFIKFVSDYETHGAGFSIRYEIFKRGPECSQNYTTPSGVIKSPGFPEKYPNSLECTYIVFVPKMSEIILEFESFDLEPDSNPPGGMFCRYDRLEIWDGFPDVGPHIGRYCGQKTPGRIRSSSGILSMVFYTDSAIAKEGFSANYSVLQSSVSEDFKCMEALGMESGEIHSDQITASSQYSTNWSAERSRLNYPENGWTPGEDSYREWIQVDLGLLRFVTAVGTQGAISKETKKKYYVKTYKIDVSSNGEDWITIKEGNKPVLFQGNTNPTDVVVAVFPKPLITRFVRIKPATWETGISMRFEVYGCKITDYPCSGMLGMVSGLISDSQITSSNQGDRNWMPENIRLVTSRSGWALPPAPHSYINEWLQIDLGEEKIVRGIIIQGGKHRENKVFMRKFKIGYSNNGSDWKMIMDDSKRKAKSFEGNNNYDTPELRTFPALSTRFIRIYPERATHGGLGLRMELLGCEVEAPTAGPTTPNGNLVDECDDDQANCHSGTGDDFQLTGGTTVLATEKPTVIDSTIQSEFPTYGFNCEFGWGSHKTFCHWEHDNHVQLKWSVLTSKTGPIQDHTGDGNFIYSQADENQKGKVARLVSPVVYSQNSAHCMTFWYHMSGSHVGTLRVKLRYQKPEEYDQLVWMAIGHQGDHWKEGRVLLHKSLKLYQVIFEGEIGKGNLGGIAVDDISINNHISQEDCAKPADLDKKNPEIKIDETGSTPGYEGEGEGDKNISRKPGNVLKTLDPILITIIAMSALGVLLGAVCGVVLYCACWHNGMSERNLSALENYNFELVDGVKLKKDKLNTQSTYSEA
PABP1 MLLE inh = inhibitors of microRNA-mediated deadenylation, human PABP1 MLLE binding; AID 588489; inhibition, % at 20 µM; actives 0.36% (n = 360,000); GST-MLLE / FITC-PAM2 fluorescence polarization; in the data active = inhibition above about 35%, passing the limit was not always enough;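 note: plate controls were DMSO wells with GST-MLLE for no effect and wells lacking GST-MLLE protein for full effect; some results filed as inactive read as strong as hits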
E coli Lon inh = inhibitors of E. coli Lon protease. P0A9M0. purified E. coli Lon protease, fluorescence polarization. inhibition, % at 7.94 µM. actives 0.42% (n = 360,000); in the data active = inhibition above about 13%, passing the limit was not always enough;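 note: 0% = enzyme with probe and DMSO and 100% = no enzyme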
MsrA inhibitor = bovine MsrA inhibition. purified bovine MsrA, absorbance read-out. inhibition, % at 15.5 µM. actives 0.75% (n = 360,000); in the data active = inhibition above about 4.5%;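 note: 0% = vehicle wells with enzyme and 100% = reference inhibitor wells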
MT1-MMP act inh = blocks activation of human MT1-MMP; HT1080 RFP-PRO-GFP cells, GFP/RFP ratio fluorescence, overnight; percent of plate control window, DMSO zero; actives 0.061% (n = 360,000); GFP/RFP ratio change, % at 20 µM; P50281;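 active = GFP/RFP ratio change of at least 30% with cell ATP level not reduced by more than half and red fluorescence within 50% of control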; note: strong numbers were not always called active
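Material – HT1080 RFP-PRO-GFP cells · Control set – DMSO wells and RFP-L50D-GFP cells · Incubation – overnight cell settling, then overnight compound exposure, 37 °C, 5% CO2 · Compound dosing – single-point 20 µM compound, 1% DMSO · Read-out – GFP/RFP fluorescence ratio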
Tb MetRS inh = blocks T. brucei methionyl-tRNA synthetase activity. inhibition, % at 11.9 µM. purified T. brucei MetRS, ATP depletion, Kinase-Glo luminescence. AID 624268. actives 0.4% (n = 360,000);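 active = inhibition above a per-plate cutoff of the control wells' mean inhibition plus 3 SD, cut at about 5.5% in these data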;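 note: 0% = DMSO wells median and 100% = median of wells with control inhibitor compound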
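Test system – parasite MetRS enzyme · Reagent – substrates ATP, L-methionine and bulk Escherichia coli tRNA · Doses – 11.9 µM compound single dose, 0.9% DMSO · Times – 15 min enzyme-compound preincubation, 2 h reaction, 10 min detection, 25 °C · Signal – Kinase-Glo luminescence, ATP depletion format · Controls – DMSO-only wells as low control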
Numbers without * were called inactive; / = not tested or not shown; + = active, no number.

SMILES	MsrA act	SKN-1 inh	FAS TE block	CendR NRP1 mod	PABP1 MLLE inh	E coli Lon inh	MsrA inhibitor	MT1-MMP act inh	Tb MetRS inh
Cc1cccc2c1Sc1ccccc1CC2=O	-2	8	16	-7	18	-3	0.7	-5	-0.4
COc1ccc(OC)c(NC(=O)Nc2ccc3c(c2)CCC3)c1	-6	9	21	9	7	-13	3.1	1	-0.3
Cc1c(C(=O)N(Cc2ccc(N(C)C)cc2)CC2CCCO2)oc2ccccc12 (centres undefined)	-1	1	17	0	-4	-2	1.4	-4	-0.3
CC(C)CCn1c(SCC(=O)OCn2nnc3ccccc3c2=O)nc2ccccc2c1=O	-2	-2	18	-1	-7	4	-0.7	5	0.0
CCOc1ccc(C(=O)Nc2ccc(C(F)(F)F)n(C)c2=O)cc1	-4	12	0	-3	6	7	-0.1	1	-0.6
COCc1nnc(NC(=O)c2ccc(S(=O)(=O)N3CCCc4ccccc43)cc2)o1	-4	-10	-2	-10	5	-1	-0.1	-4	2.9
CN(CC(=O)Nc1ccc(S(N)(=O)=O)cc1)Cc1ccccc1F	-2	4	-2	0	-2	-1	0.6	0	0.2
CCc1c(C)nc2[nH]nc(-c3ccccc3C)n2c1=O	-10	6	-6	-7	-5	-6	0.3	3	-1.2
Cc1nn(-c2ccccc2)c(C)c1C(=O)OCC(=O)Nc1ccccc1C(F)(F)F	-12	-9	0	-2	3	-2	0.6	2	0.4
Nc1ncnc2c1ncn2[C@@H]1O[C@H](CO)[C@@H](O)[C@@H]1O	-1	-7	-2	7	-5	13	-0.4	-1	0.2
CC1CCCCC12NC(=O)N(CC(=O)NC(=O)NCc1ccco1)C2=O (centres undefined)	-1	-9	-4	-4	2	-1	-0.5	0	0.5
Cc1ccc(Cn2c(=N)n(CC(O)c3ccco3)c3ccccc32)cc1 (centres undefined)	-7	12	-11	-33	-27	-35	-0.1	-11	0.0
O=c1c2c([nH]c3ccccc13)C(=C1CCCC1)CC2	-7	7	-6	17	4	5	/	3	-0.4
CC1=C(C(=O)OC(C)C)C(c2ccc(Cl)cc2)n2c(sc(=Cc3ccc(OCC(=O)O)cc3)c2=O)=N1 (centres undefined)	-4	5	-2	-134	-151	-12	0.5	-15	0.0
O=C(Nc1ccc(Cl)cc1)OCc1cncs1	-4	16	-1	-13	-6	7	0.4	4	-0.2
O=C(Cn1nnc(-c2cccs2)n1)Nc1ccccc1C(F)(F)F	-4	-3	-9	10	9	-5	-0.4	3	0.1
Cc1nnc(SC(C)C(=O)Nc2nccs2)s1 (centres undefined)	0	5	-6	-2	-123	8	-0.8	1	-0.4
CCOc1ccc(OCCn2ccnc2)cc1	-6	2	-14	9	12	-14	0.2	0	-0.7
CSc1ccc(CN2CCC(C)(Oc3cnc(Cl)c4ccccc34)C2)cc1 (centres undefined)	-1	14	8	11	6	-7	1.0	0	-0.3
CNCC(O)Cn1c(C(F)(F)F)nc2ccccc21 (centres undefined)	-5	-1	-11	4	4	-7	-0.8	-1	-0.6
CC(=O)N(c1cccc(C)c1)C1SC(=O)N(c2ccccc2)C1=O (centres undefined)	-4	5	-4	-8	29	1	1.3	5	-0.3
CC(C)(C)C1CCC(C(=O)Nc2cccnc2)CC1 (centres undefined)	0	-12	1	-26	6	1	1.2	-6	-0.4
c1csc(CNc2ncnc3ccc(-c4ccoc4)cc23)c1	-2	-7	5	-2	10	-26	1.9	-5	-0.1
COc1ccc(C2=NN(CN3C(=O)C(=O)c4ccccc43)C(c3cccc([N+](=O)[O-])c3)C2)cc1 (centres undefined)	-1	2	60*	9	-11	1	-0.7	-1	0.2
COc1cc(C(=S)N2CCCC2)ccc1OC(=O)c1ccc(Cl)cc1[N+](=O)[O-]	-2	9	21	4	14	-5	0.0	1	-0.1
COC(=O)C1CCN(S(=O)(=O)c2ccc(Br)s2)CC1	-4	-15	6	-3	-26	14	-0.9	-2	-0.2
CCCCNC(=O)c1onc(CSc2ccc(Cl)cc2)c1C(=O)NCCCC	0	14	25	15	0	1	2.6	-1	-0.3
COc1ccc(OCc2ccc(C(=O)O)cc2)cc1	0	4	-9	7	-11	8	-0.2	2	0.4
Cc1noc(C)c1NC(=O)N(C)C[C@H]1Oc2ccc(NC(=O)Nc3ccc(C(F)(F)F)cc3)cc2C(=O)N([C@H](C)CO)C[C@@H]1C	19*	5	1	4	1	-3	-0.6	4	-0.1
Oc1ccccc1C=NC1=NN(c2cccc(C(F)(F)F)c2)CC1	-3	0	-4	-13	4	-8	0.1	-1	-0.8
COc1ccc2[nH]c3c(NCCC4=CCCCC4)ncnc3c2c1	1	21	3	2	-17	3	0.4	1	18*
O=C(Cc1ccccc1)N/N=C/c1cc(Br)cc(Cl)c1O	-5	10	32	9	-5	-1	0.8	-5	0.5
CCOc1cc(/C=C2\C(=N)N3N=C(S(=O)(=O)CC)SC3=NC2=O)ccc1OC(=O)c1ccco1	-4	-4	3	-95	-23	-15	1.6	-42	0.1
N#CC1=C(N)Oc2ccc3ccc(O)cc3c2C1c1ccsc1 (centres undefined)	0	79	-41	134	122	+	0.2	13	-0.3
Cc1cccc([N+](=O)[O-])c1NC(=O)COC(=O)c1nc2nccc(C)n2n1	-2	18	-6	-16	1	-10	0.1	-2	0.0
CCN(CC)CCN1C(=O)C(=O)/C(=C(/O)c2ccc(OC(C)C)cc2)C1c1ccncc1 (centres undefined)	-2	0	-11	2	13	-2	0.7	-1	-0.4
CC1=C(C(=O)NC2CC(C)(C)Cc3c2cnn3-c2ccc(C)cc2)OCCO1 (centres undefined)	-4	2	5	-2	10	5	0.2	3	-0.3
O=C1CC(c2ccco2)CC(O)=C1C=Nc1cc(Cl)ccc1O (centres undefined)	-3	10	25	-23	8	-3	2.4	0	0.0
CN(C)CC(O)COC(c1ccc(Cl)cc1)c1ccc(Cl)cc1 (centres undefined)	-3	8	-2	10	9	-4	-0.9	-2	-0.6
Cc1ccc(C(=O)NC(=S)Nc2ccc(NC(=O)c3cccc(Cl)c3)cc2)cc1	-3	0	0	-2	32	12	0.2	7	0.6
CC(C)(C)c1ccc(C2(C)NC(=O)N(CC(=O)NC3CCS(=O)(=O)C3)C2=O)cc1 (centres undefined)	0	5	20	6	8	-9	-1.2	21	-0.5
CS(=O)(=O)N1Cc2ccccc2CC1C(=O)OCC(=O)NCc1ccccc1 (centres undefined)	-1	3	-2	2	-4	-3	2.1	4	-0.8
Cc1nn(CCC(=O)NNC(=S)NCC(C)C)c(C)c1Br	0	13	-9	-1	-24	4	1.1	4	0.3
CCOc1ccccc1C(=O)Nc1cnn(Cc2ccc(F)cc2)c1	-4	16	1	1	-12	-10	0.8	2	-0.6
COc1ccc2nc(NC(=O)c3cccc(-c4cc5ccccc5oc4=O)c3)sc2c1	-3	8	-4	-28	-9	12	0.5	-8	-0.1
CSc1nc2n(n1)C(c1ccccn1)C1=C(CC(C)(C)CC1=O)N2 (centres undefined)	-3	3	-9	10	-17	-5	0.3	-4	-0.5
O=C(COC(=O)C1CC2CCCC(C1)C2=O)Nc1ccc(Cl)cn1 (centres undefined)	-3	-4	-4	4	0	-6	1.2	-6	0.4
COc1cc(OC)nc(Oc2ccccc2C(=O)Oc2cccc(C)c2)n1	-2	13	30	3	2	-2	-1.1	-2	-1.1
CN(C(=O)COC(=O)C1c2ccccc2Oc2ccccc21)C1CCS(=O)(=O)C1 (centres undefined)	-4	48*	-1	0	8	-16	0.1	4	-1.3
Cc1cc(C)nc(SCc2nnc(SCC(=O)N3CCCc4ccccc43)n2C)n1	-13	-6	-5	-2	-6	-3	-0.6	-1	-1.2
O=C(Cn1nnc2ccccc2c1=O)N[C@H](C(=O)O)c1ccccc1	-4	-4	-9	3	0	-4	-0.8	0	-0.4
Cc1ccc(S(=O)(=O)N(Cc2n[nH]c(=S)n2-c2ccccc2)c2cccc(Cl)c2)cc1	-8	6	-2	-3	-59	-8	0.3	4	-0.8
O=C(C1CCN(S(=O)(=O)c2ccccc2)CC1)N1CCOCC1	-11	-13	-4	6	15	-5	-1.0	5	-1.0
C[C@@H]1CCCCO[C@H](CN(C)C(=O)c2ccccc2)[C@@H](C)CN([C@H](C)CO)C(=O)c2cc(NC(=O)c3ccncc3)ccc2O1	2	-7	-7	-8	1	7	-0.2	2	1.1
Cc1c(Cl)cccc1NC(=O)C1NC(=O)CC1c1ccccc1 (centres undefined)	-8	10	1	-3	8	-2	-0.5	2	0.1
Cc1cc(C(=O)NNC(=S)Nc2ccccc2C)cs1	-2	-2	-8	-3	-9	0	0.4	-10	-1.6
CCOC(=O)N1CCC(NC(=O)c2cc(-c3ccc(OC)cc3)nc3ccccc23)CC1	-3	10	3	0	9	2	0.7	4	-0.1
Cn1c(=O)c2c(nc(CN3CCOCC3)n2CC(O)CO)n(C)c1=O (centres undefined)	-5	9	-10	-13	3	-12	0.6	1	-0.5
CN1CCCC(OC(=O)c2ccc(C#N)cc2)C1 (centres undefined)	-3	-2	-9	2	3	0	0.0	2	1.0
Cc1cc(C(=O)COC(=O)CNC(=O)c2ccc(F)cc2)c(C)n1Cc1ccco1	-3	-2	-3	-8	2	7	-0.7	2	-0.2

Structural class: the entries above with a tert-butyl group (two)
SMILES	MsrA act	SKN-1 inh	FAS TE block	CendR NRP1 mod	PABP1 MLLE inh	E coli Lon inh	MsrA inhibitor	MT1-MMP act inh	Tb MetRS inh
CC(C)(C)C1CCC(C(=O)Nc2cccnc2)CC1 (centres undefined)	0	-12	1	-26	6	1	1.2	-6	-0.4
CC(C)(C)c1ccc(C2(C)NC(=O)N(CC(=O)NC3CCS(=O)(=O)C3)C2=O)cc1 (centres undefined)	0	5	20	6	8	-9	-1.2	21	-0.5

Three of the entries above in order of the Tb MetRS inh value, rising.
Molecule | MsrA act | SKN-1 inh | CendR NRP1 mod | PABP1 MLLE inh | E coli Lon inh | MsrA inhibitor | MT1-MMP act inh | Tb MetRS inh
O=C(Cn1nnc2ccccc2c1=O)N[C@H](C(=O)O)c1ccccc1 | -4 | -4 | 3 | 0 | -4 | -0.8 | 0 | -0.4
CCOC(=O)N1CCC(NC(=O)c2cc(-c3ccc(OC)cc3)nc3ccccc23)CC1 | -3 | 10 | 0 | 9 | 2 | 0.7 | 4 | -0.1
C[C@@H]1CCCCO[C@H](CN(C)C(=O)c2ccccc2)[C@@H](C)CN([C@H](C)CO)C(=O)c2cc(NC(=O)c3ccncc3)ccc2O1 | 2 | -7 | -8 | 1 | 7 | -0.2 | 2 | 1.1

(more compounds)
SMILES	MsrA act	SKN-1 inh	FAS TE block	CendR NRP1 mod	PABP1 MLLE inh	E coli Lon inh	MsrA inhibitor	MT1-MMP act inh	Tb MetRS inh
Cc1ccc(C)c(S(=O)(=O)Nc2nc(C)c(C(=O)Nc3ccccc3)s2)c1	-10	-2	-9	-11	2	-1	2.4	1	-1.1
Cn1c(=O)c2ncn(CC(=O)N/N=C/C=C/c3ccccc3)c2n(C)c1=O	-7	7	2	-2	17	-1	1.7	-1	-0.9
COc1cccc(C(=O)OCn2nnc3ccccc3c2=O)c1OC	-1	6	1	10	8	3	1.2	-3	-0.3
CCOc1ccc(S(=O)(=O)NC(C)C(=O)NCc2cccnc2)cc1 (centres undefined)	0	-2	-4	7	7	2	-0.7	-3	-0.1
COc1cccc(C(=O)NCCNC(=O)c2ccco2)c1	-11	7	-7	2	1	-6	-0.7	2	-1.0
CCC1CCCCN1S(=O)(=O)c1ccccc1 (centres undefined)	-4	-23	0	-8	-4	-1	1.1	0	-1.8
OCCNCc1c(OCc2ccc(Cl)cc2)ccc2ccccc12	-1	14	8	12	3	7	1.0	1	-0.1

Screening data: PubChem BioAssay, several laboratories
